# TSG101-PTAP inh = blocks PTAP binding to human TSG101, validation; Q99816; Fluorescence polarization, FITC-PTAP peptide/Tsg101, 20 min; 44,000 tested, under 10 active; Potency, µM (series often up to 115 µM), without a hit: at the highest dose activity change, negative = inhibition, usual class: inhibitors; also: potency is read from the fitted curve at half-maximal effect; 0% is about no effect
# Target sequence (Q99816 whole entry, looked up): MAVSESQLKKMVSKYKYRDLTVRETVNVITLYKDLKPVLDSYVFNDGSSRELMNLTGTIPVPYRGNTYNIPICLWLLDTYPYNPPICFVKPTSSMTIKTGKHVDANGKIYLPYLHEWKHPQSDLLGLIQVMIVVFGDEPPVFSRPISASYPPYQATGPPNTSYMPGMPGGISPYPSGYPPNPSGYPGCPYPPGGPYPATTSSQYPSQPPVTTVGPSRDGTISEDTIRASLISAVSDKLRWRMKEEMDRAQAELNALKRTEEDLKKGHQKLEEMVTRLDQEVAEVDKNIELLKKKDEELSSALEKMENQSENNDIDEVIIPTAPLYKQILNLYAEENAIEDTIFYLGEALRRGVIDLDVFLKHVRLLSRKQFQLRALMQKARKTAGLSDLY
#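 Fluorescence polarization: Tsg101 binding domain (10 uM final) in 10 mM HEPES pH 7.5, 0.15 M NaCl, 0.01% Tween 20, 3 mM EDTA, 0.1 mM TCEP; compounds pinned; FITC-PTAP peptide 50 nM final; 20 min, r.t.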
# B2AR arrestin ag = beta-arrestin recruitment by human beta2-adrenergic receptor ligands. P07550. HTLA Tango cells, beta-arrestin recruitment, luciferase luminescence, 18 h. Potency, µM (titrated, usually from 46.1 µM), inactives show top-dose activation, hits mostly activators. 44,000 tested, under 10 active. AID 1347077;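 also: potency is read from the fitted curve at half-maximal effect; 0% = DMSO and full agonism = EC100 isoproterenol or metaproterenol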
# Target sequence (P07550 whole entry, looked up): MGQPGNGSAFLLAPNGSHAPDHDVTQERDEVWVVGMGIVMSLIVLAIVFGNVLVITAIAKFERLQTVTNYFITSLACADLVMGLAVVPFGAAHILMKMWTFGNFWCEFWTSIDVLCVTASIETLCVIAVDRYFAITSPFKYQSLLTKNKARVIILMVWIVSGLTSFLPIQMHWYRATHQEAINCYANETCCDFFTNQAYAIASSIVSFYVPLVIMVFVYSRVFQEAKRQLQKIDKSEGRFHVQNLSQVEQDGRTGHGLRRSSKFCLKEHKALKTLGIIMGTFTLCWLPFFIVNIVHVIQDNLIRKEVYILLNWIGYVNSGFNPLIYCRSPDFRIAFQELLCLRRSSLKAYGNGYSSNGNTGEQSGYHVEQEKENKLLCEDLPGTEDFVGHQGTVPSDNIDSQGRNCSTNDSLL
#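 Tango cells expressing recombinant beta2-AR and beta-arrestin were treated with compounds (up to 46 microM titration) in DMEM with 1% FBS for 18 hr at 37 degrees C. Beta-arrestin recruitment drove tTA-dependent luciferase, read by luminescence; curves were fitted and classed.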
# NTMT1 inhibitor = blocks human N-terminal methyltransferase 1 activity | Q9BV86 | NTMT1 MTase-Glo SAH luminescence, purified enzyme | Potency, µM (series often up to 114 µM), without a hit: at the top dose activity change, negative = inhibition, hits mostly inhibitors | 59,000 compounds, 2.5% hits | AID 1645870;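 also: potency is read from the fitted curve at half-maximal effect; plate controls were DMSO vehicle for no effect and no enzyme for full effect; nearly all actives have a fitted effect of over 65% in size; many of its hits are not listed in these tables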
# Target sequence (Q9BV86 whole entry, looked up): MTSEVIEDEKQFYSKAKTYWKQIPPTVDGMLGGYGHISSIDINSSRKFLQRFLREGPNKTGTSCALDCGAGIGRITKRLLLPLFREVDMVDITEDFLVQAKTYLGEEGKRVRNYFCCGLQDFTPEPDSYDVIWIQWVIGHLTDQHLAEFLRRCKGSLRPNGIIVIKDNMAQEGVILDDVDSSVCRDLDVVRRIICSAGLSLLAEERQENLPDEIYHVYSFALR
# GALK inh = GALK (human) enzyme inhibition; P51570; recombinant GALK, Kinase-Glo ATP luminescence, 1 h; Potency, µM (doses to about 57.5 µM), for the others: at the highest dose activity, negative = inhibition, usual class: inhibitors; 44,000 tested, under 10 active; AID 1347072;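 also: plate controls were full GALK reaction for no effect and reaction lacking GALK for full effect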
#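 Luminescent ATP-depletion readout (Kinase-Glo Plus) after 1 h room-temperature incubation of human GALK (5 nM) with galactose 100 µM and ATP 35 µM, pH 8.0 HEPES/Mg2+ buffer; compounds tested in qHTS format.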
# FH mod = Identification of activators of human fumarate hydratase by quantitative high-throughput screening; Fumarate hydratase, mitochondrial (Homo sapiens), P07954; FH coupled MDH/diaphorase resazurin fluorescence, 15 min; Potency, µM (highest dose often 79.9 µM), for the others: at the highest dose activity change, negative = inhibition, actives largely listed as inhibitors; 54,000 compounds, 0.22% hits; AID 1347055, 2019; also: potency is read from the fitted curve at half-maximal effect; % is scaled to controls: 0 for no effect and ±100 for the full control effect; the screen sought activators but most active calls are inhibition curves; nearly all actives have a fitted effect of over 45% in size
# p53null 39C kill = selectivity test: cytotoxicity in p53 null cells, nonpermissive temperature. H1299 p53-null (neo) cells, 39C, ATPlite viability, 24 h. Potency, µM (series often up to 46.1 µM), without a hit: at the highest dose activity, negative = cell killing, hits mostly cytotoxic. 55,000 compounds, 0.97% hits. AID 904;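 also: potency is read from the fitted curve at half-maximal effect; 0% = DMSO only and -100% = full killing by 100 µM tamoxifen; nearly all actives have a fitted effect of over 50% in size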
#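 ATP-luminescence viability readout (ATPlite, 20 min RT) after 24 hr compound treatment at 39C of H1299-neo or H1299-p53A138V cells; titration up to 46 uM; normalized to DMSO and 100 uM tamoxifen; Hill-fit AC50.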
# p53null 32C tox = kills p53 null cells at the permissive temperature | H1299-neo p53 null cells, ATP luminescence, 24 h, 32C | Potency, µM (doses to about 46.1 µM), inactives show at the top dose activity change, negative = cytotoxicity, actives largely listed as cytotoxic | 55,000 compounds, 0.62% hits | AID 903;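 also: potency is read from the fitted curve at half-maximal effect; 0% = DMSO only and -100% = full killing by 100 µM tamoxifen; nearly all actives have a fitted effect of over 55% in size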
#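 Overnight 37C seeding (600 cells/well) of H1299-neo preceded a 24 hr, 32C exposure to compounds up to 46 uM. ATP levels, read by luminescence after 20 min at RT, indicated surviving cells.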
# Numbers without * were called inactive; ? = inconclusive; · = no result given; [ ] = dose if it differs, or a comment. Calls follow the shape of the dose curve; as a rule, active = well fitted curve in the direction sought with a large enough effect; inconclusive = small, poorly fitted or top-dose-only effect, or another doubt; inactive = no such curve, though single readings can be large; an effect the other way counts as inactive or inconclusive. The list is partial; count on the stated rates, not on these rows.
SMILES,TSG101-PTAP inh,B2AR arrestin ag,NTMT1 inhibitor,GALK inh,FH mod,p53null 39C kill,p53null 32C tox
CCn1nc(-c2ccccc2)c(-c2ccccc2)c(C(=O)Nc2ccccc2C(N)=O)c1=O,-4%,-1%,-2%,3%,-2%,11%,-4%
CCOC(=O)N1CCc2c(sc3c2c(=O)n(-c2ccc(Cl)cc2)c(=O)n3CC(=O)Nc2ccccc2)C1,-4%,-3%,7%,-12%,1%,5%,0%
CC(=O)c1ccc(NC(=O)CSc2nc(-c3ccccc3F)nc3c2c(=O)n(C)c(=O)n3C)cc1,0%,0%,1%,1%,4%,1%,-8%
CCOC(=O)c1cc(-c2ccccc2)n(-c2cccc(C(=O)Nc3ccc(OC)cc3)c2)c1C,-8%,2%,?,0%,?,11%,16%
O=C(NCCc1ccccc1)C1CCN(c2ncnc3c2nc2n3CCCCC2)CC1,1%,0%,3%,-4%,0%,-1%,-2%
Cc1ccc(S(=O)(=O)c2nc(-c3ccccc3)oc2SCC(=O)NC2CCCCC2)cc1,-10%,0%,6%,5%,-5%,-9%,5%
Cc1ccc(Cl)cc1N(C)C(=O)C1CCCN(c2ncnc3onc(-c4ccc(F)cc4)c23)C1 (configuration not stated),1%,0%,-16%,1%,-32%,13%,32%[activator]
COc1ccc(NC(=O)CCc2nnc3n(CC(C)C)c(=O)c4ccccc4n23)cc1,1%,0%,-5%,-8%,-2%,-4%,-3%
CCOc1cccc(C(=O)Nc2ccc3oc(-c4ccncc4)nc3c2)c1,8%,1%,-1%,1%,-6%,-4%,-6%
COc1ccc(NC(=O)c2cnc3sc(N4CCOCC4)nn3c2=O)c(OC)c1,-3%,0%,·,3%,·,9%,2%
CCC(=O)N1CCc2cc(S(=O)(=O)NC(CC(C)C)C(=O)NCc3ccc(C)cc3)ccc21 (configuration not stated),-1%,-2%,1%,9%,-9%,-24%,-6%
CCCN(CCC)S(=O)(=O)c1ccc(C(=O)N2CCn3c4c(c5cc(C)ccc53)CCCC42)cc1 (configuration not stated),-6%,0%,-7%,3%,?,-10%,12%
O=C(NC1CCCCC1)c1ccc2c(c1)N(Cc1cccc(Cl)c1)C(=O)c1ccccc1S2=O (configuration not stated),-1%,-1%,9%,2%,0%,-2%,14%
Cc1ccc(C)c(N2CCN(C(=O)CCc3nnc4n(C)c(=O)c5ccccc5n34)CC2)c1,2%,0%,1%,5%,-13%,3%,-4%
CN(C)c1ccc(NC(=O)Cn2cc(S(=O)(=O)Cc3cccc(Cl)c3)c3ccccc32)cc1,2%,1%,-2%,1%,-1%,-24%,1%
Cc1ccccc1-c1nn2c(=O)cc(CN3CCN(S(=O)(=O)c4ccc(Cl)cc4)CC3)nc2s1,-6%,1%,-4%,0%,?,-2%,5%
Cc1ccc(NC(=O)CNC(=O)Cn2c(C)cc3ccccc3c2=O)cc1F,-1%,0%,-2%,4%,0%,12%,8%
Cc1oc2c(c1C(=O)Nc1ccc(F)c(F)c1)C1=NCCN1C=N2,-4%,0%,-2%,4%,-17%,-1%,13%
CCc1cnc2c(c1SCC(=O)NCc1ccccc1Cl)c(=O)n(C)c(=O)n2C,-1%,-3%,-1%,-4%,-3%,-16%,3%
Cc1ccc(CSc2ncc(Cl)c(C(=O)Nc3nnc(C)s3)n2)cc1,-9%,-1%,21%,0%,-5%,-7%,3%
COc1cc(NC(=O)CN2C(=O)COc3ccc(S(=O)(=O)NC4CCCC4)cc32)cc(OC)c1,-1%,-1%,-6%,1%,-16%,-21%,3%
CCOc1ccc(CCNC(=O)Cn2c(-c3cccs3)cc3ccccc32)cc1,6%,0%,2%,0%,3%,-4%,-8%
Cc1ccc(C(=O)COC(=O)c2cc(-c3ccc(Cl)cc3)nc3ccccc23)cc1,3%,0%,-4%,2%,-4%,-18%,3%
Cc1ccc(Sc2c(C)nn(-c3ccccc3)c2OC(=O)CC(C)C)cc1,-3%,0%,10%,3%,-2%,16%,-14%
COc1ccc(-n2nc(C(=O)Nc3cc(C)ccn3)c3c4ccccc4n(C)c3c2=O)cc1,0%,0%,2%,9%,-9%,-16%,-2%

# Among those listed so far, these contain a thiophene ring, fused or not.
SMILES,TSG101-PTAP inh,B2AR arrestin ag,NTMT1 inhibitor,GALK inh,FH mod,p53null 39C kill,p53null 32C tox
CCOC(=O)N1CCc2c(sc3c2c(=O)n(-c2ccc(Cl)cc2)c(=O)n3CC(=O)Nc2ccccc2)C1,-4%,-3%,7%,-12%,1%,5%,0%
CCOc1ccc(CCNC(=O)Cn2c(-c3cccs3)cc3ccccc32)cc1,6%,0%,2%,0%,3%,-4%,-8%

# Next part:
SMILES,TSG101-PTAP inh,B2AR arrestin ag,NTMT1 inhibitor,GALK inh,FH mod,p53null 39C kill,p53null 32C tox
CCOc1ccc(-c2cc(C(=O)NCCc3ccc(C)cc3)c3ccccc3n2)cc1,-1%,1%,?,1%,-2%,26%,-22%
Cc1nn2c(=O)cc(COC(=O)COc3ccccc3C)nc2s1,-6%,0%,-3%,4%,7%,1%,-11%
COc1ccc(Cn2c(=O)c3cccnc3n(CC(=O)Nc3c(C)cc(C)cc3C)c2=O)cc1,-1%,1%,-1%,4%,-9%,2%,-4%
COc1ccc(N2CCN(CCCNC(=O)c3c(C)nn(-c4ccc(F)cc4)c3-n3cccc3)CC2)cc1,0%,-1%,1%,1%,-12%,8%,-9%
Cc1nc2ccn(Cc3cccs3)c(=O)c2cc1C(=O)N1CCN(c2ccccc2)CC1,-11%,-1%,8%,-1%,-11%,0%,2%
O=C(c1ccccc1)c1ccc2nc(Nc3cc(Cl)ccc3O)c3nncn3c2c1,1%,0%,-7%,2%,-10%,8%,11%
COc1ccc(CNC(=O)C2CCN(C(=O)N3CCOc4ccc(C)cc43)CC2)cc1,2%,1%,-2%,-3%,2%,0%,-4%
Cc1nnc(N2CCC(C(=O)N3CCCCC3)CC2)c2nn(-c3ccc(Cl)cc3)c(C)c12,-11%,-1%,-11%,2%,-8%,-5%,27%
COc1ccc(CNc2nc3c(-c4cccc(C)c4)nnn3c3ccccc23)cc1,-3%,1%,-6%,-1%,0%,-8%,-4%
Cc1ccc(-c2noc(CNC(=O)c3ccc(C(C)(C)C)cc3)n2)cc1,6%,1%,6%,2%,-24%,17%,9%
CCN(CC)S(=O)(=O)c1ccc2c(c1)c(=O)c(C(=O)NCc1ccccc1Cl)cn2C,4%,0%,-15%,-1%,-5%,5µM*,?
Cc1ccccc1-c1nc2scc(CCNC(=O)C(=O)Nc3ccc(F)cc3F)n2n1,0%,-1%,-8%,-1%,?,-1%,2%
Cc1ccc(C)c(N2CCN(C(=O)C3CCC(CNS(=O)(=O)c4ccc(Br)s4)CC3)CC2)c1 (configuration not stated),0%,-2%,11%,3%,-11%,-5%,-3%
CCCCNC(=O)CSc1nc2cc3c(cc2c(=O)n1CCCCCC(=O)NCc1ccc2c(c1)OCO2)OCO3,-5%,-2%,-4%,2%,4%,2%,0%
CCOc1ccc(NC(=O)N2CC=C(c3c[nH]c4ccccc34)CC2)cc1,40%[activator],-1%,0%,-3%,-13%,10%,-14%
CCN(CC)c1cc(C)c2cc(NC(=O)c3ccc(F)cc3Cl)ccc2n1,-9%,-2%,1%,-2%,-19%,-13%,-13%
COc1ccc(C(=O)NCCc2sc(-c3cccc(F)c3)nc2C)cc1,-5%,0%,-7%,1%,-13%,-13%,?
Cc1ccc(CNC(=O)CCCCCn2c(=O)c3sccc3n(CC(=O)C(C)(C)C)c2=O)cc1,-5%,1%,-6%,5%,-5%,14%,14%
O=C(Nc1ccc(S(=O)(=O)N2CCCCC2c2cccnc2)cc1)c1ccc(Br)cc1 (configuration not stated),-9%,0%,16%,-5%,?,15%,25%
Cc1cc(C)n(C(C)CC(=O)Nc2ccc(C)c(F)c2)n1 (configuration not stated),1%,0%,11%,2%,6%,18%,-5%
CCOc1ccc(CNC(=O)Cn2nc(C)c3c(C)n(-c4ccc(C)cc4)nc3c2=O)cc1,-3%,0%,?,1%,-6%,6%,-1%
CCOC(=O)c1noc2ncnc(N(CCC(=O)OC)c3ccccc3)c12,0%,0%,0%,1%,1%,11%,3%
Cc1ccc(NC(=O)CC2Sc3ccc(C(F)(F)F)cc3NC2=O)cc1 (configuration not stated),2%,0%,-1%,3%,-4%,10%,-3%
CCc1ccc(C(=O)c2c(N)c(-c3nc(-c4ccc5c(c4)OCO5)cs3)c3ccccn23)cc1,1%,-2%,6%,-7%,1%,7%,-1%
COc1cccc2sc(=NC(=O)c3ccc(S(=O)(=O)N4CCCCC4)cc3)n(C)c12,0%,1%,19%,-2%,2%,·,·
# (continued)
SMILES,TSG101-PTAP inh,B2AR arrestin ag,NTMT1 inhibitor,GALK inh,FH mod,p53null 39C kill,p53null 32C tox
Cc1cc(C)c(NC(=O)Cc2csc(C)n2)c(Cl)c1,5%,0%,6%,?,6%,-17%,-1%
Cc1nn(Cc2noc(C(=O)NCc3ccc(F)cc3)n2)c(C)c1Br,-3%,-1%,0%,3%,?,10%,-4%
COC(=O)Cn1c(C2CC(=O)N(c3c(C)cccc3C)C2)nc2ccccc21 (configuration not stated),0%,-1%,28%,2%,3%,-12%,-5%
CC(C)c1ccc(NC(=O)c2ccc(NC(=O)CCS(=O)(=O)c3cccs3)cc2)cc1,0%,-2%,3%,-13%,-2%,-1%,3%
COc1ccc(C(=O)Nc2ccc3nc(SCc4ccc(C)cc4)sc3c2)cc1,4%,-2%,-2%,7%,-2%,-24%,-13%
Cc1cccc(N2CCN(C(=O)C3CCCN(S(=O)(=O)c4ccc(Br)s4)C3)CC2)c1C (configuration not stated),-4%,-1%,8%,-8%,-14%,-4%,13%
Cc1oc(-c2cccc(Cl)c2)nc1CSc1nnc(C)n2c1cc1occc12,-2%,1%,7%,?,5%,-14%,-6%
Cc1ccc(C)c(Cn2c3ccccc3c3cnn(CC(=O)N4CCCCC4)c(=O)c32)c1,1%,1%,-15%,7%,-6%,11%,-6%
CCCCNC(=O)C1CCCN(Cc2nc(-c3ccc(Cl)cc3)oc2C)C1 (configuration not stated),3%,1%,-16%,8%,-19%,-8%,1%
Cc1ccc(-c2nc(S(=O)(=O)c3ccc(C)cc3)c(SCC(=O)NC3CCCCC3)o2)cc1,-3%,0%,10%,-2%,5%,1%,-5%
CC(C)Oc1ccc(CNC(=O)C2CCN(Cc3cc4ccccc4n3Cc3ccccc3)CC2)cc1,-3%,6%,10%,0%,-14%,2%,3%
Cc1cccc(CN2C(=O)c3ccccc3S(=O)(=O)c3ccc(C(=O)N4CCN(c5cc(C)ccc5C)CC4)cc32)c1,-3%,0%,-2%,1%,-13%,3%,-4%
CCN(CC)C(=O)c1sc2c(c1C)c(=O)n(-c1ccc(C)c(C)c1)c(=O)n2Cc1cc(=O)n2c(C)cccc2n1,8%,-2%,8%,-4%,-20%,-8%,3%

# Source: PubChem (National Center for Advancing Translational Sciences (NCATS))
